# Screening results as filed in PubChem BioAssay.
# Dynein cargo inh: blocks dynein driven cargo transport along microtubules; 3617.4 mouse cells, GR-EGFP nuclear translocation imaging; test concentration mostly 20 µM; stimulated with dexamethasone, 1 µM; stronger effect = lower value; z-score, hits read low; actives 0.47% (n = 220,000);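 active = plate z-score of nuclear minus cytoplasmic receptor signal below a set negative limit, without overly bright fluorescence or cell loss, cut at about -3.5 in these data, passing the limit was not always enough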;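 also: z-score of nuclear minus cytoplasmic ring GR-EGFP intensity difference per well; some compounds called inactive have numbers as strong as hits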
#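 Buffer or medium: tet-free, stripped-serum medium; Also added: dexamethasone, 1.0 µM final; Technique: high-content fluorescence imaging after fixation; Times: 48 h induction, 1 h compound, 30 min dex at 37 °C; Read-out: per-cell GR-EGFP intensity, nucleus versus surrounding cytoplasmic ring, well-averaged.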
# Yfh1-depleted yeast: mitochondrial function rescue without frataxin homolog – Friedreich's ataxia, plus single-dose screen, dose response (AID 1465) | S. cerevisiae Yfh1-off respiration, WST-1 reduction, 72 h; higher fold induction means a stronger effect | fold induction at 50 µM; hits with a dose series show EC50 in µM | actives 0.074% (n = 220,000);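 active = fold induction of absorbance versus untreated yeast above a set limit, then at least 30% activation at any dose in follow-up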;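 also: activators that raise dye reduction in frataxin-depleted yeast; strong numbers were not always called active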
# bCat nuc transl: beta-catenin nuclear translocation modulation; HeLa beta-catenin nuclear translocation, immunofluorescence imaging; AID 1665; actives 0.3% (n = 190,000); nuclear translocation activity, % at 5 µM;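 active = nuclear translocation activity above 50% at 5 µM, with a well cell count of 50 or more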;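 also: per-cell ratio of nuclear to cytoplasmic median beta-catenin stain intensity; plate controls were DMSO negative control for no effect and GSK-3 inhibitor IX positive control for full effect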
#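 test system = HeLa cells, endogenous beta-catenin | dosing = single 5 µM dose plus 0.02–20 µM confirmation series | times = compound treatment 24 h, 37°C, 5% CO2 | technique = beta-catenin immunofluorescence imaging with DAPI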
# HIV peptide binding: inhibitors of HIV fusion peptide binding, primary screen, biochemical, uHTS, fluorescence dequenching (AID 1986) | cell-free peptide binding, fluorescence dequenching, 30 min; higher % means a stronger effect | inhibition, % at 20 µM, or IC50 in µM where a hit was titrated | actives 0.3% (n = 290,000); in the data active = inhibition mostly above about 52%, no sharp cut-off; inactive = mostly below about 76%; also: some results filed as inactive read as strong as hits
# MT stabilize HCS: stabilizes microtubules in HeLa cells; % tubulin-high responders, % at 10 µM; AID 2205; actives 0.83% (n = 200,000); HeLa tubulin immunostaining HCS, 24 h; share of cells brighter than vehicle mean+2SD;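 active = plate Z-score above 3 for both tubulin-high and condensed-nucleus cell shares, with cell loss under 80%, at 10 µM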;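 also: anti alpha tubulin signal scored within the nucleus-defined area of each cell; some results filed as inactive read as strong as hits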
# Ins promoter up: MIN6 insulin promoter up-regulation; AID 1625; actives 0.3% (n = 190,000); MIN6 insulin promoter-GFP reporter, high-content imaging; stronger effect = higher value; z-score at 5 µM;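 active = z-score above 3 at 5 µM with at least 500 cells counted in the well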
# AID2073: disruptors of CaV2.2 binding to Mint1 – biochemical, HTRF (AID 2073) | one-dose inhibition, % at 20 µM; IC50 in µM for titrated hits | HTRF protein-protein interaction, Mint1-CaV2.2; higher % means a stronger effect | actives 0.19% (n = 290,000); in the data active = inhibition mostly above about 51%, no sharp cut-off; also: some results filed as inactive read as strong as hits
# Autophagy HCS: alters autophagy in cells. MEF GFP-LC3 puncta imaging; test concentration mostly 10 µM. calls only at 10 µM (by protocol). actives 0.98% (n = 190,000). AID 463193;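 active = percentage of spot-positive cells more than 3 SD above its plate mean, without a fluorescence outlier flag or 80% toxicity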;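 also: spot-positive cell cutoff set from DMSO-treated cells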
# WT yeast gro inh: growth inhibition of WT yeast, mitochondrial fusion screen; actives 2.1% (n = 190,000); mitochondrial fusion phenotypic screen, WT strain; inhibition, % at 10 µM; in the data active = inhibition above about 58%; tested in S. cerevisiae
# WT yeast gro inh mutant strain: also measured in WT yeast gro inh; calls as there; inhibition, %; mitochondrial fusion phenotypic screen, mutant strain inhibition
# Dynein cargo inh cytoplasmic EGFP: recorded beside Dynein cargo inh, whose call it bears; z-score; measured here: cytoplasmic GR-EGFP intensity; stronger effect = higher value
# Dynein cargo inh nuclear GR-EGFP: further read-out of Dynein cargo inh, marked with its call; z-score; measured here: nuclear GR-EGFP intensity;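 lower value marks the stronger effect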
# Dynein cargo inh cell count: further read-out of Dynein cargo inh, marked with its call; z-score; measured here: cell count per field
# Ins promoter up cell count: also measured in Ins promoter up; calls as there; cell count; measured here: cytotoxicity, nuclei count;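 total cells summed across four imaged fields per well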
# bCat nuc transl cell count 5 µM: further read-out of bCat nuc transl, marked with its call; cell count; measured here: cell count, cytotoxicity flag
# MT stabilize HCS Hoechst-high %: further read-out of MT stabilize HCS, marked with its call; % Hoechst-high responders; measured here: nuclear condensation Hoechst responders;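 share of cells brighter than vehicle mean plus two SD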
# MT stabilize HCS cytotoxicity %: also measured in MT stabilize HCS; calls as there; toxicity, %; measured here: cytotoxicity by cell density;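 0% = mean cell density of plate MIN control wells and 100% = no cells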
# Autophagy HCS cell loss 18 h: further read-out of Autophagy HCS, marked with its call; toxicity, %; measured here: cell loss, nuclei count;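 cell loss after 18 h compound exposure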
# Starred values were filed as active, the others as inactive; i = inactive; . = not tested or not shown.
SMILES,Dynein cargo inh,Dynein cargo inh cytoplasmic EGFP,Dynein cargo inh nuclear GR-EGFP,Dynein cargo inh cell count,Yfh1-depleted yeast,bCat nuc transl,bCat nuc transl cell count 5 µM,HIV peptide binding,MT stabilize HCS,MT stabilize HCS Hoechst-high %,MT stabilize HCS cytotoxicity %,Ins promoter up,Ins promoter up cell count,AID2073,Autophagy HCS,Autophagy HCS cell loss 18 h,WT yeast gro inh,WT yeast gro inh mutant strain
Cc1nc(-c2ccccc2O)n(-c2ccccc2)n1,-0.14,-0.23,0.23,-0.2,i,4.3,1088,-1.5%,2.2,1.5,2.4,.,.,10%,i,39,14,21
CC(C)(C)c1ccc(OCC(O)CN(CCO)CC(O)Cn2ccc3ccccc32)cc1 (stereo not drawn),-1.2,-0.24,-0.61,-0.17,i,0.7,1077,-2.1%,1.7,3.0,9.6,-0.14,1440,19%,i,-3,10,17
Cc1noc(C)c1S(=O)(=O)N(CC(=O)NCc1ccc2c(c1)OCO2)c1ccc(C(C)C)cc1,-0.56,-0.0098,-0.12,-1.3,i,-6.5,1172,-1.0%,3.2,2.5,4.8,1.4,979,-9%,i,-4,18,10
COc1cc(OC)c(C(=O)NNC(=S)NC2CCCCC2)cc1OC,-0.63,-0.25,-0.16,0.94,i,.,.,-0.1%,6.1,2.0,2.7,0.14,1409,-16%,i,5,5,8
COc1cc(OC)cc(C(=O)N[C@H](C(=O)OCC(=O)Nc2ccc(F)c(F)c2)C(C)C)c1,2.3,-0.12,1.3,-1.5,i,.,.,0.1%,3.9,3.4,4.7,-0.14,1398,-6%,i,7,22,0
CC(=O)NCC(=O)OCC(=O)c1ccccc1,0.71,0.15,0.86,-1.1,i,0.7,1042,-1.4%,1.2,1.3,9.4,-0.31,915,4%,i,-5,1,8
COc1ccc(CCN2C(=O)C3C4C=CC(C4)C3C2=O)cc1OC (stereo not drawn),-0.19,-0.15,-0.14,0.18,i,0.4,1068,-0.1%,4.1,2.0,3.2,.,.,3%,i,-3,1,7
CCC(c1nnnn1CCc1ccccc1)N(Cc1ccco1)Cc1cc2cc(C)cc(C)c2[nH]c1=O (stereo not drawn),-0.9,-0.21,-0.24,-0.072,i,-5.5,1191,1.4%,5.2,1.7,4.8,-3.4,1104,21%,i,-12,17,1
COc1ccc(C2CC(=O)c3cnc(NC(=O)c4ccccc4)nc3C2)cc1OC (stereo not drawn),-0.22,-0.24,0.12,0.28,i,-2.5,1062,3.1%,2.6,3.9,8.2,1.9,1844,7%,i,-7,2,-9
COc1ccc(N2CCN(CCNC(=O)c3ccc4c(c3)[nH]c(=S)n3c5ccccc5nc43)CC2)cc1,-0.41,-0.39,-0.33,1.3,i,-0.5,1012,-1.7%,5.2,1.5,8.7,0.07,1265,46%,i,10,0,1
Cc1cc(N/N=C\c2ccc(Br)cc2)nc(-n2nc(C)cc2C)n1,1.5,-0.22,0.7,-0.88,i,-1.3,1429,-1.1%,.,.,.,-1.2,603,4%,.,.,.,.
CSc1cccc(NC(=O)CSc2ncccc2C(=O)Oc2cccc([N+](=O)[O-])c2)c1,-0.73,-0.01,-0.2,-1.5,i,-1.5,1139,0.7%,3.9,2.0,0.4,0.65,1526,7%,i,10,10,3
OCC1(CC2CCCCO2)CCN(Cc2ccccc2-c2ccco2)CC1 (stereo not drawn),-0.45,0.42,-0.11,0.99,i,-1.9,1147,-1.0%,2.9,2.0,7.8,-0.19,1342,-2%,i,19,-3,0
CCCCc1c(C)nc2ccccc2c1SCCC#N,0.13,-0.26,0.33,1.2,i,-1.6,1129,0.0%,3.8,2.4,7.6,-0.23,1436,3%,i,-11,8,19
CCCc1cc(C(=O)Nc2cc(C)nn2-c2ccccc2)no1,0.16,-0.24,0.086,0.027,i,-1.2,1126,-1.8%,5.4,1.1,6.8,0.32,970,-3%,.,.,3,-2
COC(=O)c1ccc(C(=O)OC)c(NC(=O)Oc2ccccc2)c1,-0.46,-0.2,-0.41,-0.11,i,-1.9,1191,3.1%,6.7,1.7,5.1,0.1,1493,22%,i,10,-11,14
O=C(N/N=C/c1cccnc1)C(=O)N1CCCCCC1,-0.73,-0.21,0.27,-0.0057,i,0.4,1381,2.0%,.,.,.,-0.27,1028,-3%,.,.,.,.
CC(=O)c1c(O)cc(=O)n(-c2ccccc2)c1-c1ccc(Cl)cc1,-0.12,-0.12,-0.28,0.69,i,-1.1,546,3.1%,1.4,3.9,12,-0.14,775,8%,i,-13,-16,-19
Cc1ccc(NC(=O)COC(=O)COc2ccc(Cl)cc2)c([N+](=O)[O-])c1,-0.82,-0.29,0.077,0.88,i,-0.4,526,-3.5%,3.0,2.2,10,0.45,1416,-3%,i,11,-24,6
CC1CCN(c2nc(-c3ccccc3O)nc3ccccc23)CC1,-0.83,-0.11,-1.1,-0.88,i,-0.6,1357,0.4%,3.1,1.5,7.8,-0.4,1578,22%,i,0,-1,2
CCOC(=O)N1CCC(N2CCN(Cc3ccccc3)C(CCO)C2)CC1 (stereo not drawn),0.9,0.024,0.42,-2,i,-0.3,1087,-0.8%,0.9,1.3,4.6,-0.88,1420,-4%,i,0,-3,5
O=C(CN1CC(=O)Nc2ccccc21)Nc1ccc(F)c(F)c1,0.73,-0.24,-0.24,-0.41,i,-2.0,1166,12%,2.0,2.8,4.7,1.3,1289,7%,i,0,-1,-12
CCOC(=O)CNC(=O)CSc1nc(-c2ccc(C)cc2)ns1,-0.86,-0.036,-0.62,1.4,i,-0.4,1041,-0.4%,2.2,1.7,2.2,1.9,1585,-13%,i,-12,4,-7
CN1CCN(CCC2Oc3cc([N+](=O)[O-])ccc3NC2=O)CC1 (stereo not drawn),1.6,0.51,1.1,-1.9,i,-0.4,963,-0.5%,3.4,2.2,0.5,-0.76,1488,-3%,i,5,14,8
Cc1ccc(C(=O)Nc2ccc(F)cc2)o1,-0.24,0.27,-0.22,-0.33,i,-0.7,546,2.4%,2.2,2.0,2.6,0.23,1348,1%,i,0,9,-22
O=C(Cc1ccccc1F)Nc1nc(-c2cccnc2)cs1,-0.0041,-0.17,0.53,-0.31,i,-0.5,978,1.6%,2.9,2.4,8.3,0.2,1661,16%,i,-13,0,7
Cc1ccc(CSc2nnc(SCC(=O)N/N=C/C=C/c3ccco3)s2)cc1,-0.27,-0.23,-0.34,0.67,.,-1.8,995,47%,5.2,2.8,6.2,-0.28,1359,35%,i,-4,-15,0
CCCC(C)C(=O)Nc1nc(C)c(-c2csc(Nc3ccc(Cl)cc3)n2)s1 (stereo not drawn),-0.59,-0.21,-0.86,0.46,i,1.0,1368,14%,3.3,1.7,8.6,-0.59,1430,-9%,i,8,57,37
Cc1noc(C)c1C(=O)N1CCCC(C(=O)c2cccc(OC(C)C)c2)C1 (stereo not drawn),0.29,-0.22,0.68,-0.17,i,2.9,937,2.3%,2.0,1.1,2.5,-0.56,1441,17%,i,26,10,0
Clc1ccc(-c2cn3c(n2)SCC3)cc1,-0.7,-0.27,-0.5,0.86,i,1.2,1084,2.1%,5.0,1.9,2.2,0.75,1261,32%,i,9,-8,7
O=C(CNc1cccc2ccccc12)N/N=C/C=C/c1ccco1,-0.77,-0.26,-0.26,0.17,i,-1.1,1096,60%,1.8,2.1,4.7,0.16,1287,87%,i,29,25,27
Cc1ccc(Sc2cc(C)nc(-c3ccccn3)n2)cc1,0.12,-0.21,0.59,-1.1,i,-1.1,1331,0.5%,.,.,.,-0.91,749,-8%,.,.,.,.
Cc1ccc(-n2nc3ccc(NC(=O)c4ccc5c(c4)OCO5)cc3n2)cc1,-1,-0.33,-0.29,0.59,i,-3.1,1420,-3.9%,2.6,2.0,6.5,-0.21,1437,14%,i,8,13,11
NC(=O)[C@H]1CC2(CC(c3cccc(NC(=O)[C@H]4CCC(=O)N4)c3)=NO2)CN1C(=O)c1ccccc1 (stereo partly drawn),-0.45,-0.8,-0.18,0.051,i,-0.3,1255,-0.8%,.,.,.,-0.6,1078,28%,.,.,.,.
Cc1ccc(C=NCc2ccncc2)c(O)c1,-1.1,-0.076,-0.23,6.5,i,-0.3,1098,-0.5%,3.5,3.0,7.4,0.22,980,-3%,i,-7,13,24
COc1ccc(N/C(=C/[N+](=O)[O-])SC)cc1,0.24,-0.12,0.17,-0.013,.,-6.7,1132,-1.5%,3.5,1.3,7.3,-0.16,1262,3%,i,-3,9,-5
Nc1nc(SCc2ccc([N+](=O)[O-])cc2)c2ncn(C3OC(CO)C(O)C3O)c2n1 (stereo not drawn),0.13,-0.24,0.35,-0.19,i,3.6,1003,1.9%,4.2,2.8,6.7,-0.39,1402,-1%,i,8,-8,12
COc1ccc(/C=C(\NC(=O)c2ccccc2)C(=O)N/N=C/c2cccnc2)cc1,-0.17,-0.14,-0.37,-0.12,i,-1.0,1337,-1.6%,.,.,.,0.02,1094,11%,.,.,.,.
